EPAC2 antagonist – antagonists of human EPAC2. Q8WZA2. EPAC2 GEF exchange of Rap1B-BODIPY-GDP, fluorescence. Potency, µM (titrated, usually from 114 µM), without a hit: top-dose activity, negative = inhibition, usual class: inhibitors. 0.18% of 360,000 active; further: potency means the concentration at half of the fitted maximal effect; on the % scale 0 is the no-effect control and ±100 the full control effect; nearly all actives have a fitted effect of over 45% in size; many of its hits are not listed in these tables
Target sequence (Q8WZA2 whole entry, looked up): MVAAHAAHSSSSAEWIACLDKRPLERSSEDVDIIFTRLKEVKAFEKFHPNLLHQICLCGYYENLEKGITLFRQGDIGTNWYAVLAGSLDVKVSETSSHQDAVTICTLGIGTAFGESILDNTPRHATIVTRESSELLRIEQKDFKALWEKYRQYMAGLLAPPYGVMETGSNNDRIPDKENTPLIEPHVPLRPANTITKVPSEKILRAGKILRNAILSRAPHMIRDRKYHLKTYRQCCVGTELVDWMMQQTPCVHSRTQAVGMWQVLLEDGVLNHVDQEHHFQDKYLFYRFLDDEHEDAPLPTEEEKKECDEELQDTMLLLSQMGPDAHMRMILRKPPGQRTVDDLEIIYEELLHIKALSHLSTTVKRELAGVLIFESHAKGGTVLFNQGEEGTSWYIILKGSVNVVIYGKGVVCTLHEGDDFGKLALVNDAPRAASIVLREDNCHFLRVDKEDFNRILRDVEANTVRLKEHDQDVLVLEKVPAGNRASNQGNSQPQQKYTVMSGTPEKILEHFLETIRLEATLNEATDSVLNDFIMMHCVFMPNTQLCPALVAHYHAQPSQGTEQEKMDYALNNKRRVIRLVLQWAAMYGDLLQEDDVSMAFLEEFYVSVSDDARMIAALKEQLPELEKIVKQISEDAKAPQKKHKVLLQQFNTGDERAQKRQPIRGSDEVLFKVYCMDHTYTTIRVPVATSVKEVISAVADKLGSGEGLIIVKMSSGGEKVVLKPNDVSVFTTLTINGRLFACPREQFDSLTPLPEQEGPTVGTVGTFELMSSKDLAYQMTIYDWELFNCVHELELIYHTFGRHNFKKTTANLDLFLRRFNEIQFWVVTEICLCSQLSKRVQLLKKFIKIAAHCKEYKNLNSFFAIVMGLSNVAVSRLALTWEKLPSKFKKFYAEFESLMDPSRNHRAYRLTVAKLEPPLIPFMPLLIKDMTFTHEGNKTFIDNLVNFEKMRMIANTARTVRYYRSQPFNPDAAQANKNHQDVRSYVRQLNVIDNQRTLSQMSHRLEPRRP
Mm-Cpn inhibitor – blocks the Methanococcus maripaludis chaperonin Mm-Cpn | purified Mm-Cpn ATPase, ADP Transcreener TR-FRET | Potency, µM (series often up to 76.9 µM), inactives show top-dose activity, negative = inhibition, hits mostly inhibitors | AID 504842 | 0.031% of 330,000 active; further: potency means the concentration at half of the fitted maximal effect; on the % scale 0 is the no-effect control and ±100 the full control effect; nearly all actives have a fitted effect of over 80% in size
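ATPase read-out: TR-FRET ADP immunoassay (anti-ADP Eu cryptate vs ADP-d2), ex 320 nm, em 590/665 nm; signal drops as ADP forms. Enzyme 25 nM, ATP 10 uM, 30 min at 37°C after 10 min compound preincubation.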
CCT modulator – modulators of cytosolic chaperonin (CCT/TRiC) activity. AID 651819. 0.3% of 360,000 active. purified chaperonin ATPase assay, HTRF ADP detection, 30 min. activity change, % (concentration not given with the values), hits read low; in the data active means activity change below about -30%; further: on the % scale 0 is the no-effect control and ±100 the full control effect
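TRiC at 40 or 20 nM final (batch-dependent) in 30 mM Tris pH 7.4, 100 mM KCl, 5 mM MgCl2, 1 mM DTT, with compound at single 76 uM and 10 uM ATP, 30 min at 37 deg C. ADP detected by HTRF Transcreener, 665/615 ratio.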
Akt phos inh – inhibitors of Akt phosphorylation; Neuro2A IGF-stimulated pAkt S473 HTRF, 20 min; active compounds read low; activity change, % for hits at 50 µM; 0.32% of 360,000 active; AID 651550; in the data active means activity change below about -80%; inconclusive means mostly about -51% to -80%; further: on the % scale 0 is the no-effect control and ±100 the full control effect
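Single-point screen (50 µM final compound) in Neuro2A cells stimulated 20 min with 6 nM IGF at 37 deg C. After lysis, Ser473-phosphorylated Akt read by HTRF (ex 330 nm, em 615/665 nm) as the 665/615 ratio.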
D3 ag – D3 dopamine receptor (human) agonism; P35462; D3R DiscoveRx beta-arrestin cells, luminescence, 90 min; max activation, %; 0.58% of 410,000 active; in the data active means max activation above about 30%; further: 0% is about no effect; mostly tested at two doses, the higher about 12 µM
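Agonist mode: compounds and dopamine controls were applied to plated cells for 90 min at 37 degrees C after an overnight attachment at 1500 cells/well. Luminescent read-out followed 30 - 60 minutes at room temperature with DiscoveRx detection reagent.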
D3 antag – blocks the human D3 dopamine receptor; P35462; AID 652054; 2.5% of 360,000 active; D3R cells, DiscoveRx beta-arrestin luminescence, antagonist mode; active compounds read low; max response, negative = inhibition, %; in the data active means max response below about -50%; inconclusive means no clear call, values can overlap the other calls; further: on the % scale 0 is the no-effect control and ±100 the full control effect; mostly tested at two doses, the higher about 12 µM
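Cells plated overnight at 1500 cells/well, then exposed to library compounds with dopamine controls for 90 minutes at 37 degrees C. DiscoveRx reagent added for 30–60 minutes at room temperature; luminescence read, quantitative HTS format.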
EPAC2 agonist – activates human EPAC2 exchange factor | Q8WZA2 | EPAC2 activation, biochemical qHTS; response scale: 100% = 6.5 mM cAMP response | Potency, µM (top dose mostly 154 µM), for inactives: top-dose activation, most hits filed as activators | 0.079% of 360,000 active | AID 720711; further: potency means the concentration at half of the fitted maximal effect; nearly all actives have a fitted effect of over 50% in size
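qHTS, titration series. 100 nM EPAC2 / 250 nM Rap1B-BODIPY-GDP / 50 uM GDP; RT; ex 480/em 540 nm, 5-min reads to 30 min. Norm. to 6.5 mM cAMP = activation.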
PTHR1 ag – agonists of human PTHR1 parathyroid hormone receptor; AID 743266; HEK293 GP2 PTHR1 cells, GloSensor cAMP luminescence, 1 h; 0.075% of 410,000 active; Q03431; Potency, µM (titrated, usually from 115 µM), for inactives: top-dose activation, actives largely listed as activators; further: potency means the concentration at half of the fitted maximal effect; nearly all actives have a fitted effect of over 55% in size; some results filed as inactive show a strong effect at the top dose; inactives centre near -15; many of its hits are not listed in these tables
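HEK-293-derived GP2 cells expressing PTHR1 and a GloSensor cAMP reporter, 3,000/well, plated overnight, given luciferin plus IBMX (each 0.5 mM as added) for 1 h at 37 °C, then compound for 1 h at 37 °C. Luminescence was read after 15 min at room temperature.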
* marks the source's active call; other numbers are inactive results; i = inactive; u = inconclusive; x = not tested or not shown; [ ] = dose if it differs, or a comment. Unless noted, the call rests on the fitted dose curve; in most records, active means well fitted curve in the direction sought with a large enough effect; inconclusive means small, poorly fitted or top-dose-only effect, or another doubt; inactive means no such curve, though single readings can be large; an effect the other way counts as inactive or inconclusive. This is a subset, so the mix of outcomes need not match the whole.

No.	molecule	EPAC2 antagonist	Mm-Cpn inhibitor	CCT modulator	Akt phos inh	D3 ag	D3 antag	EPAC2 agonist	PTHR1 ag
1	CC(=O)OCC1=C(C(=O)O)N2C(=O)C(NC(=O)C(C)Cn3nc(C)c(Cl)c3C)C2SC1 (stereo not given)	8%	-3%	0.4	i	-6	-2	-2%	-8%
2	Cc1noc(C)c1COc1cccc(C(=O)Nc2ccc(Br)cc2F)c1	-14%	-4%	-1.1	i	2	12	13%	-22%
3	NC(=O)COC(=O)[C@@H]1CC(O)CN1S(=O)(=O)c1ccc2c(c1)OCCO2 (stereo not given in full)	0%	1%	1.4	i	-3	-18	6%	-9%
4	CCOC(=O)c1c[nH]c(=S)n1C	-4%	-3%	-0.7	i	2	-3	7%	i
5	CCC1Oc2ccccc2C(=O)N(CC(=O)c2ccc3c(c2)OCCO3)C1=O (stereo not given)	-7%	0%	-1.8	i	0	0	15%	-74%[inhibitor]
6	Cn1c(SCC(=O)Nc2ccc(C(=O)O)cc2)nc2scc(-c3ccccc3Cl)c2c1=O	u	1%	-2.1	i	-6	-1	-2%	-7%
7	CSCC[C@H](NC(=O)[C@H](Cc1ccccc1)n1c(=O)[nH]c2ccccc2c1=O)C(=O)NCC1CCC(C(=O)O)CC1 (stereo not given in full)	13%	-2%	-2.2	i	17	-14	2%	-20%
8	O=C(COc1ccccc1)NC1CCCN(Cc2ccccc2F)C1 (stereo not given)	u	3%	3.0	i	-5	-7	7%	13%
9	O=C1CCCN2N=C(SCC(=O)Nc3cccc(F)c3)SC2=N1	u	-2%	1.0	i	0	12	4%	-13%
10	N#CCC(=O)N1CCN(Cc2ccc3c(c2)OCO3)CC1	8%	x	-1.6	i	3	2	10%	-25%
11	COc1ccc(NS(=O)(=O)c2ccc(NC(C)=O)cc2)nn1	10%	x	-0.6	i	1	3	2%	i
12	Cc1cc(SCC(=O)N(C)c2c(N)n(Cc3ccccc3)c(=O)[nH]c2=O)nc2ccccc12	10%	-4%	-1.9	i	-2	-9	-7%	-20%
13	Cc1ccc2c(c1)N(CC(=O)N1CCc3ccccc3C1)C(=O)CO2	8%	0%	-0.5	i	0	-21	-2%	8%[57.5 µM]
14	CC(C)C[C@H](N)C(=O)N1CCC(C(=O)N[C@H](C(=O)NC(C)c2ccccc2)C(C)C)CC1 (stereo not given in full)	14%	-3%	1.4	i	-6	-10	3%	i
15	CCOC(=O)N1CCC(NC(=O)C(C)n2c3ccccc3c3cnn(C)c(=O)c32)CC1 (stereo not given)	16%	-4%	-4.6	i	-4	15	-4%	i
16	COc1cc(NS(=O)(=O)c2ccc(NC(=O)Cc3ccccc3)cc2)nc(OC)n1	-12%	3%	-2.8	i	6	-1	3%	-17%
17	Fc1ccc2nc(Nc3nc4c(s3)CCCC4)sc2c1	0%	-1%	-1.0	i	0	13	1%	-14%[57.5 µM]
18	COc1ccc(N2CC(O)=C(c3nc(-c4ccc(F)cc4)cs3)C2=N)cc1	2%	-5%	-1.3	i	0	9	2%	-5%
19	CCSc1nnc(NC(=O)C2CCCCC2C(=O)O)s1 (stereo not given)	-4%	-3%	0.9	i	0	-3	4%	-4%
20	CC1(C)C/C(=N\NC(=S)Nc2ccccc2F)c2cc(O)ccc2O1	8%	2%	1.7	i	-8	-53*	16%	i
21	CN1C(=O)c2ccc(S(=O)(=O)c3ccc(C(=O)O)cc3)cc2C1=O	-3%	2%	-3.1	i	-4	5	7%	16%[57.5 µM]
22	C=CCNC(=S)N/N=C/c1ccc(C)c([N+](=O)[O-])c1	0%	1%	0.5	i	-1	8	9%	i
23	CN(Cc1ccccc1)C(=O)c1ccccc1NC(=O)c1ccco1	9%	3%	-0.6	i	3	-4	0%	i
24	CCOC(=O)c1nnn(-c2nonc2NC(C)=O)c1C	1%	-1%	0.4	i	10	-11	13%	-22%[57.5 µM]
25	COC(=O)C1=CN(Cc2ccc(OC)cc2)C=C(C(=O)OC)C1c1ccc(O)c(OC)c1	-5%	-1%	1.8	i	1	-7	-6%	i
26	Cc1ccc(CC(NC(=O)c2ccc(C)cc2)C(=O)O)cc1 (stereo not given)	-7%	1%	1.7	i	8	0	2%	-6%
27	Cc1ccccc1NC(=S)N(Cc1ccco1)C(C)c1ccccn1 (stereo not given)	-2%	2%	0.9	i	1	1	1%	-8%
28	CCOC1=C2[C@@H](CN(S(=O)(=O)c3ccc(C)cc3)[C@H]2c2ccccc2)[C@H]2C(=O)N(c3ccccc3)C(=O)[C@H]2C1	-8%	x	1.7	i	2	0	4%	-10%
29	Nc1ccccc1Sc1ccc(C(=O)c2ccccc2C(=O)O)cc1[N+](=O)[O-]	-12%	-1%	-0.2	i	4	-16	1%	-4%
30	COC(=O)C1CCCN1C(=O)C1CCCN1C(=O)CNC(=O)OCc1ccccc1 (stereo not given)	10%	-3%	1.2	i	2	-54*	1%	i
31	Cc1cc(C)c(S(=O)(=O)n2c([N+](=O)[O-])cnc2C)cc1C	-1%	2%	-2.1	i	4	-9	-4%	i
32	COc1ccc(OC)c(NC(=O)c2cccc(S(=O)(=O)N3CCN(C(C)=O)CC3)c2)c1	0%	0%	3.2	i	20	-5	0%	-19%
33	O=C(O)c1cccc(NC2=Nc3cccc4cccc2c34)c1	-9%	-3%	-1.6	i	5	5	12%	-84%[inhibitor]
34	O=C(O)C1CC(O)CN1S(=O)(=O)c1cccs1 (stereo not given)	-3%	-2%	-4.7	i	2	-1	8%	-57%[inhibitor]
35	O=C(O)CSc1nnc(Cn2cnc3ccccc32)n1CCc1ccccc1	7%	-2%	0.4	i	-6	-1	1%	i
36	COc1ccc(NC(=O)CC2Nc3ccccc3NC2=O)c([N+](=O)[O-])c1 (stereo not given)	5%	0%	-2.1	i	0	6	9%	i
37	COC(=O)Cc1c(O)ccn(Cc2ccc(F)cc2)c1=O	-2%	0%	-6.6	i	-15	-17	5%	i
38	CSc1nc2ccc3nc(NC(=O)c4cccs4)sc3c2s1	-1%	-19%	2.3	i	5	14	3%	-23%[57.5 µM]
39	O=C(Cc1cccc2ccccc12)N/N=C/c1ccncc1	-2%	-1%	0.4	i	8	5	7%	-13%
40	CCOc1ccc(-c2nnc3ccc(SCC(=O)Nc4cc(C)on4)nn23)cc1	0%	-3%	3.2	i	2	3	-1%	i
41	COc1ccc(-c2cn3c(C)c(C(=O)Nc4cccc(C)n4)sc3n2)cc1	-3%	u	-3.7	x	12	28	13%	-18%[57.5 µM]
42	N/C(=N\OC(=O)c1ccccc1Cl)c1ccncc1	5%	-6%	-3.0	i	11	12	-7%	-27%
43	CC(C)(C)c1ccc(OCCC(=O)NCC(c2cccs2)N2CCOCC2)cc1 (stereo not given)	-3%	-2%	-0.4	i	3	-9	-5%	-20%
44	NC(CO)(CO)COCc1ccccc1	0%	0%	-0.8	i	-5	13	1%	-3%
45	CCN(CC)CCN(C(=O)CCOc1ccccc1)c1nc2c(F)cc(F)cc2s1	-4%	2%	-3.9	i	-20	-9	-2%	i

Pulled by structure from above, two records:
No.	molecule	EPAC2 antagonist	Mm-Cpn inhibitor	CCT modulator	Akt phos inh	D3 ag	D3 antag	EPAC2 agonist	PTHR1 ag
19	CCSc1nnc(NC(=O)C2CCCCC2C(=O)O)s1 (stereo not given)	-4%	-3%	0.9	i	0	-3	4%	-4%
32	COc1ccc(OC)c(NC(=O)c2cccc(S(=O)(=O)N3CCN(C(C)=O)CC3)c2)c1	0%	0%	3.2	i	20	-5	0%	-19%

Carrying on.
No.	molecule	EPAC2 antagonist	Mm-Cpn inhibitor	CCT modulator	Akt phos inh	D3 ag	D3 antag	EPAC2 agonist	PTHR1 ag
46	C[C@H]1CCC(=O)N([C@H](CSc2ccc(Br)cc2)Cc2ccccc2)CC1	-4%	0%	0.5	i	-30	-25	-4%	-47%[inhibitor]
47	O=S(=O)(c1cccc(COc2ccc(Cl)cc2Cl)c1)N1CCOCC1	0%	-1%	-0.1	i	-1	-5	4%	-20%
48	O=C1CCN(S(=O)(=O)c2ccccc2)C2CCCCC12 (stereo not given)	7%	-1%	1.0	i	2	0	1%	-5%
49	Cc1cc(C)cc(CSc2ccc(S(=O)(=O)N3CCCC3)cn2)c1	-2%	1%	-2.7	i	-3	-1	8%	-8%
50	CC(=O)Nc1ccc(NC(=O)c2sc3nc4c(c(-c5ccc(C)cc5)c3c2N)CCC4)cc1	22%	-1%	-0.5	i	3	4	8%	-51%[inhibitor]
51	Cc1ccc(CN2CC(C(=O)Nc3ccncc3)CC2=O)cc1 (stereo not given)	8%	-3%	-3.5	i	0	-5	7%	i
52	CCc1ccc(-n2c(SCC(=O)Nc3ccc(C(=O)O)cc3)nnc2-c2ccncc2)cc1	6%	-2%	-0.8	i	0	-16	4%	i
53	CC(=O)Nc1ccc(S(=O)(=O)NCC(=O)OC(C)c2ccccc2Cl)cc1 (stereo not given)	9%	0%	0.8	i	6	13	4%	-7%
54	CCOc1ccc(NC(=S)NC(C)C(c2ccccc2)N2CCN(C)CC2)cc1 (stereo not given)	7%	0%	2.1	i	-12	u	-2%	i
55	Oc1ccccc1OCC(O)c1ccccc1 (stereo not given)	-3%	1%	1.2	i	8	6	4%	-5%
56	O=C(Nc1ccc(N2CCCC2)c(Cl)c1)c1ccccc1[N+](=O)[O-]	-3%	1%	-0.7	i	2	5	10%	-21%
57	O=C(Nc1ccon1)c1ccc(Br)s1	9%	u	0.4	i	-1	-22	6%	u
58	O=C(c1ccc2ncsc2c1)N1CCCCC1	17%	2%	-36*	i	-2	24	4%	-8%
59	O=C(Oc1cccc(N2C(=O)CCC2=O)c1)C1CC(=O)N(c2ccc(Br)cc2)C1 (stereo not given)	-2%	0%	0.9	i	16	26	19%	-23%[57.5 µM]
60	Cc1ccc(C2Nc3ccccc3C(=O)N2CCCN2CCOCC2)cc1 (stereo not given)	-11%	-1%	-1.7	i	-1	11	3%	i
61	Cc1cccc(OCC(=O)N2CCN(C(=O)COc3ccc(Cl)cc3)CC2)c1	4%	-3%	1.0	i	3	4	5%	-25%
62	CC1(C)CC(=O)C(C(C2=C(O)CC(C)(C)CC2=O)c2ccc(O)c([N+](=O)[O-])c2)=C(O)C1	-11%	0%	-1.1	i	-6	0	8%	-16%
63	COc1ccc(N2CCN(CCNC(=O)C3CCN(S(=O)(=O)c4cccs4)CC3)CC2)cc1	-6%	-2%	-1.6	i	8	-23	7%	-14%

From PubChem BioAssay
